# Screening results: PubChem, National Center for Advancing Translational Sciences (NCATS)
# A549 tox – kills or reduces viability of A549 cells in Nrf2 counter-screen. A549 ARE-Fluc cells, CellTiter-Fluor viability, 18-24 h. actives 0.16% (n = 390,000). Potency, µM (highest dose often 46 µM), inactives show at the highest dose activity change, negative = cytotoxicity, usual class: inhibitors; note: potency is the fitted concentration of half-maximal effect; % is set by controls: 0 for no effect and ±100 for the full control effect
#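 Cytotoxicity counterscreen: CellTiter-Fluor fluorescence was measured in A549 ARE_Fluc cells after 18-24 h of compound exposure in a concentration series. The subsequent BugLite luminescent read reports ARE-luciferase activity.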
# pAkt inh – blocks phosphorylation of Akt. Neuro2A IGF-stimulated pAkt S473 HTRF, 20 min; active compounds read low. activity change, % for hits at 50 µM. actives 0.32% (n = 360,000); in the data active = activity change below about -80%; inconclusive = mostly about -51% to -80%; note: % is set by controls: 0 for no effect and ±100 for the full control effect
#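 Neuro2A cells in DMEM with 0.5% FBS, overnight at 37 deg C, given compound at single 50 µM final, then IGF (6 nM final) for 20 min at 37 deg C. Lysed; phospho-Akt Ser473 by HTRF after 24 h, 665/615 ratio.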
# Mm-Cpn inhibitor – inhibitors of Methanococcus maripaludis chaperonin (MmCpn). AID 504842. actives 0.031% (n = 330,000). Potency, µM (series often up to 76.9 µM), for inactives: at the highest dose activity, negative = inhibition, usual class: inhibitors. purified Mm-Cpn ATPase, ADP Transcreener TR-FRET; note: potency is the fitted concentration of half-maximal effect; % is set by controls: 0 for no effect and ±100 for the full control effect; nearly all actives have a fitted effect of over 80% in size
#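 TR-FRET (320 nm excitation; 590 and 665 nm emission) reports ADP made from 10 uM ATP by 25 nM enzyme; compounds were preincubated 10 min, reaction run 30 min, both at 37°C.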
# Nrf2 block – blocks Nrf2 signaling | A549 ARE-Fluc reporter, luciferase luminescence, 18-24 h | Potency, µM (titrated, usually from 46 µM), for the others: top-dose activity change, negative = inhibition, actives largely listed as inhibitors | actives 2.1% (n = 360,000); note: potency is the fitted concentration of half-maximal effect; % is set by controls: 0 for no effect and ±100 for the full control effect; nearly all actives have a fitted effect of over 60% in size
#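 Quantitative HTS in A549 cells stably bearing an antioxidant response element-firefly luciferase construct. Inhibition of Nrf2-driven transcription was scored by luminescence after 18-24 h of compound exposure at 37 °C.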
# HepG2 tox – HepG2 cytotoxicity, counter-screen for TGF-b inhibitors; HepG2 CAGA-GFP viability, ATP luminescence, 18 h; Potency, µM (titrated, usually from 46.1 µM), for the others: top-dose activity change, negative = cytotoxicity, hits mostly cytotoxic; actives 0.76% (n = 410,000); AID 588856; note: potency is the fitted concentration of half-maximal effect; some results filed as inactive show a strong effect at the top dose
#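 CellTiter-Glo luminescence gave cytotoxicity after 18 hours at 37 degrees C. The cells were HepG2 CAGA-GFP in 1% FBS DMEM, stimulated with 500 pg/mL TGF-beta after compound addition. %Activity was normalised to no-cell wells (complete cell-killing) and DMSO (no toxicity), and curves were fitted and classified.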
# TGFb SMAD3 inh – TGF-b pathway inhibition; HepG2 CAGA-GFP TGF-b/SMAD3 reporter, GFP fluorescence, 18 h; TGF-beta stimulated, 500 pg/mL final; Potency, µM (top dose mostly 46.1 µM), for inactives: at the highest dose activity, negative = inhibition, usual class: inhibitors; actives 1.2% (n = 410,000); AID 588855; note: potency is the fitted concentration of half-maximal effect; % is set by controls: 0 for no effect and ±100 for the full control effect; nearly all actives have a fitted effect of over 65% in size
#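 GFP signal (ex488/em500-530) from TGF-beta-stimulated HEPG2 CAGA-GFP cells, 500 pg/mL final, 18 h at 37 degrees C in DMEM plus 1% FBS, normalized to unstimulated and DMSO-stimulated controls.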
# Nrf2 activator – Nrf2 pathway activation; AREc32 ARE-luciferase reporter (MCF7-derived line), luminescence, 24 h; Potency, µM (series often up to 46.1 µM), for the others: at the highest dose activation, most hits filed as activators; actives 0.31% (n = 410,000); note: potency is the fitted concentration of half-maximal effect; % of control where 0% means no effect; nearly all actives have a fitted effect of over 65% in size
#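 Reporter line AREc32 (ARE-Fluc), seeded overnight in OPTI-MEM with 5% FBS; compound pin-transferred, 24 hr at 37 deg C, 5% CO2; luminescent read-out.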
# S2 tox – cell viability loss in ATXN counter-screen; Potency, µM (top dose mostly 56.7 µM), most hits filed as cytotoxic; AID 651635; actives 0.49% (n = 400,000); S2 cells (HEK-293 line with an ATXN2-luciferase reporter) viability, CellTiter-Fluor protease fluorescence, 24 h; note: potency is the fitted concentration of half-maximal effect; nearly all actives have a fitted effect of over 40% in size
# CCT modulator – changes cytosolic chaperonin activity; purified chaperonin ATPase assay, HTRF ADP detection, 30 min; activity change, % (concentration not given with the values), hits read low; actives 0.3% (n = 360,000); AID 651819; in the data active = activity change below about -30%; note: % is set by controls: 0 for no effect and ±100 for the full control effect
#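 Enzyme 40 or 20 nM (batch-dependent) in Tris pH 7.4/KCl/MgCl2/DTT; cpd 76 uM single point; ATP 10 uM; 30 min 37 °C; Transcreener ADP HTRF detection, 30 min RT; ratio 665/615.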
# The depositor's hits bear a star; i = inactive; u = inconclusive; x = not tested or not shown. Unless noted, calls come from the whole dose curve; as a rule, active = well fitted curve in the direction sought with a large enough effect; inconclusive = small, poorly fitted or top-dose-only effect, or another doubt; inactive = no such curve, though single readings can be large; an effect the other way counts as inactive or inconclusive.
1	Cc1cnn(C(=O)c2cc(-c3ccccn3)nc3ccc(Cl)cc23)c1
2	O=C(NCC1CCCO1)C1CCN(C2CCN(Cc3ccco3)CC2)CC1 (centres undefined)
3	CC1=C(C(=O)N2CCCCCC2)CC(CC(=O)NCc2ccco2)C(=O)N1Cc1ccccc1 (centres undefined)
4	CCCCn1c(SCC(=O)NCc2ccco2)nnc1-c1ccoc1C
5	COc1cccc(-c2cc(C(=O)Nc3ccccc3)c3ccccc3n2)c1
6	N#C/C(=C\c1c[nH]c2ccccc12)C(=O)Nc1ncc(Cc2ccc(Cl)cc2Cl)s1
7	Cc1ccsc1CN(C(=O)COc1ccccc1Cl)C1CCS(=O)(=O)C1 (centres undefined)
8	COc1ccc(CCNC(=O)c2cccnc2)cc1OC

entry no.,1,2,3,4,5,6,7,8
A549 tox,-3%,10%,x,-8%,-16%,u,0%,-7%
pAkt inh,i,i,i,i,i,i,x,x
Mm-Cpn inhibitor,0%,-2%,x,-1%,x,-5%,x,-2%
Nrf2 block,-5%,-6%,x,12%,u,u,11%,x
HepG2 tox,14%,-5%,-3%,-9%,-20%,3%,3%,9%
TGFb SMAD3 inh,6%,-5%,-27%,-1%,-22%,-8%,x,3%
Nrf2 activator,2.6%,-0.2%,-0.9%,-0.6%,0.7%,-0.3%,6.6%,-0.4%
S2 tox,i,i,i,i,i,u,x,i
CCT modulator,0.0,-1.5,-0.1,-0.3,-1.5,-0.6,x,-1.4

9	COC(=O)CSc1nnc(SCc2ccccc2)s1
10	CC(C)(C)C(=O)Nc1ccc(/C=C/C(=O)c2ccco2)cc1
11	CC(=O)n1cc(/C=N/NC(=O)c2ccccc2Cl)c2ccccc21
12	CCOc1ccc(NC(=S)Nc2cccc3cnccc23)cc1
13	COc1cc(OC)cc(C(=O)N2CCN(C3CCCCC3)CC2)c1
14	Cc1ccc(S(=O)(=O)NCCC(=O)Nc2ncccc2O)cc1C
15	Cc1cc(C(=O)N/N=C2/CC(C)CC(C)(C)C2)c(C)o1 (centres undefined)
16	CCO[C@H]1OC(C(=O)NCc2ccccc2)=C[C@@H](C)[C@@H]1CCCO

entry no.,9,10,11,12,13,14,15,16
A549 tox,2%,-2%,-3%,6%,-11%,-2%,7%,3%
pAkt inh,i,i,i,i,i,i,i,i
Mm-Cpn inhibitor,-7%,-3%,2%,-8%,1%,1%,-3%,x
Nrf2 block,-16%,u,6%,u,-5%,6%,u,3%
HepG2 tox,4%,-15%,-27%,-5%,-11%,6%,2%,-1%
TGFb SMAD3 inh,0%,u,1%,u,-15%,-2%,-4%,-25%
Nrf2 activator,-1.0%,u,13%,9.8%,-0.3%,-0.2%,8.4%,-0.8%
S2 tox,i,u,i,u,i,i,i,i
CCT modulator,-2.0,0.8,-2.7,-5.2,-1.2,-2.9,0.3,1.1

17	O=C(C[C@H]1C[C@H](C(=O)N2CCCCC2)[C@@]2(CCc3ccccc3)c3[nH]c4cc(-c5ccco5)ccc4c3CCN2C1=O)NCc1cccc(C(F)(F)F)c1
18	Cc1nn(-c2ccccc2Cl)c(Cl)c1/C=C(\C#N)C(N)=O
19	CCOCCCn1c(=S)[nH]c2cc(C(=O)NCC(OC)OC)ccc2c1=O
20	Cn1c(=O)c2cc(NC(=O)Cc3ccccc3F)ccc2n1C/C=C/c1ccccc1
21	Cc1ccc(/C=C/C(=O)N2CCN(S(=O)(=O)/C=C/c3ccccc3)CC2)o1
22	O=[N+]([O-])c1ccc2c(c1)nc1n2CCCCC1
23	O=C(CN1C(=O)NC2(CCCC2)C1=O)OCc1ccc(Cl)cc1Cl
24	O=C(Nc1ccc(OC(F)(F)F)cc1)c1cccc(-n2cnnn2)c1

entry no.,17,18,19,20,21,22,23,24
A549 tox,-6%,-3%,12%,x,3%,-3%,-4%,0%
pAkt inh,i,i,i,i,i,i,i,i
Mm-Cpn inhibitor,-9%,-2%,-2%,x,-2%,1%,0%,-1%
Nrf2 block,-14%,-15%,-10%,x,8%,-1%,4%,u
HepG2 tox,-5%,-25%,-1%,-6%,8%,4%,-2%,-25%
TGFb SMAD3 inh,-29%,u,-7%,3%,-8%,0%,0%,13%
Nrf2 activator,3.2%,u,-0.2%,5.3%,-0.6%,0.7%,-0.7%,0.1%
S2 tox,i,i,i,i,i,i,i,i
CCT modulator,-1.3,0.6,0.5,1.2,-0.7,1.3,-0.7,-0.6

25	O=C(CSCc1ccc(Cl)cc1Cl)Nc1nccs1
26	Cc1cccc(NC(=O)CCCNC(=O)c2ccc(Cl)cc2)n1
27	CCCc1cc(=O)oc2c(CN3CCN(C)CC3)c(O)ccc12
28	O=C(Nc1ccc(Cl)cc1)c1csc(Cc2ccccc2)n1
29	O=C(c1ccc(NS(=O)(=O)c2cccs2)cc1)N1CCN(c2ccccc2Cl)CC1
30	CC1(C)C[C@H](O)[C@@]23C[C@@H](OC2=O)[C@]2(C)C(=CCC4[C@@]5(C)CC[C@H](O)C(C)(C)C5CC[C@]42C)[C@@H]3C1 (some centres undefined)
31	CCOc1cccc2c1Oc1nc(-c3ccccc3)nc(SCC(=O)Nc3ccc(F)cc3)c1C2
32	Cc1ccc(NC(=O)c2ccoc2C)cc1C

entry no.,25,26,27,28,29,30,31,32
A549 tox,-2%,3%,-1%,0%,-1%,-6%,1%,-3%
pAkt inh,i,i,i,i,i,i,x,i
Mm-Cpn inhibitor,3%,2%,-10%,-1%,-3%,x,x,-1%
Nrf2 block,-6%,-25%,10%,10%,u,u,-8%,u
HepG2 tox,25%,-7%,2%,17%,-28%,-2%,-19%,-42%
TGFb SMAD3 inh,14%,-2%,0%,-11%,-17%,0%,-3%,-11%
Nrf2 activator,3.5%,-0.4%,0.1%,-0.9%,0.3%,-0.7%,7.5%,3.9%
S2 tox,i,i,i,i,i,i,i,i
CCT modulator,-2.1,-0.7,-2.8,-0.3,-1.8,-1.0,x,-0.1

33	Cc1[nH]n(C(N)=S)c(=O)c1N=Nc1ccc(Br)cc1
34	CCOc1cc(/C=N/NC(=O)c2ccncc2)cc(Cl)c1OS(C)(=O)=O
35	CCOC(=O)c1c(NC(=O)c2ccccc2OCC)sc2c1CCC(CC)C2 (centres undefined)
36	O=C(CCC(=O)c1cccs1)NCc1ccncc1
37	CCOC(=O)c1cn(Cc2c(C)c(C)c(C)c(C)c2C)nn1
38	COc1ccc(C2CC(=O)c3cc(-c4nc(-c5cccc(Cl)c5)cs4)c(=O)[nH]c3C2)cc1 (centres undefined)
39	COc1cccc(CNC(=O)CN2C(=O)N(c3cc(C)ccc3C)S(=O)(=O)c3ccccc32)c1OC
40	O=C(COC(=O)/C=C/c1cc(Br)ccc1F)Nc1ccc2[nH]c(=O)[nH]c2c1

entry no.,33,34,35,36,37,38,39,40
A549 tox,-8%,-7%,-2%,1%,5%,0%,u,2%
pAkt inh,i,i,x,i,i,x,x,i
Mm-Cpn inhibitor,1%,-16%,x,-1%,0%,x,x,-3%
Nrf2 block,u,-5%,-3%,u,-14%,10%,x,-3%
HepG2 tox,-29%,14%,4%,-16%,-10%,-20%,-23%,-3%
TGFb SMAD3 inh,u,u,1%,9%,16%,-3%,u,1%
Nrf2 activator,4.0%,1.8%,6.1%,-0.5%,0.4%,4.2%,0.1%,6.4%
S2 tox,i,u,i,i,i,i,u,i
CCT modulator,-0.9,-2.6,x,-2.8,-2.1,x,x,-1.8

# Quoted at random: two records from the list
39	COc1cccc(CNC(=O)CN2C(=O)N(c3cc(C)ccc3C)S(=O)(=O)c3ccccc32)c1OC
38	COc1ccc(C2CC(=O)c3cc(-c4nc(-c5cccc(Cl)c5)cs4)c(=O)[nH]c3C2)cc1 (centres undefined)

entry no.,39,38
A549 tox,u,0%
pAkt inh,x,x
Mm-Cpn inhibitor,x,x
Nrf2 block,x,10%
HepG2 tox,-23%,-20%
TGFb SMAD3 inh,u,-3%
Nrf2 activator,0.1%,4.2%
S2 tox,u,i
CCT modulator,x,x

# New compounds follow.
41	CSCc1nc2scc(-c3ccccc3)c2c(=O)[nH]1
42	COc1cc([N+](=O)[O-])cc(/C=N/NC(=O)c2cncc(Br)c2)c1O
43	NCCNC(=O)c1c(O)c2cccc3c2n(c1=O)CCC3
44	C[C@@H]1CCCCO[C@H](CN(C)C(=O)Nc2ccc(C(F)(F)F)cc2)[C@@H](C)CN([C@H](C)CO)C(=O)c2cc(NC(=O)Nc3ccc4c(c3)OCO4)ccc2O1

entry no.,41,42,43,44
A549 tox,-2%,-18%,u,x
pAkt inh,i,i,i,i
Mm-Cpn inhibitor,-3%,-2%,1%,x
Nrf2 block,1%,u,-9%,x
HepG2 tox,1%,-96%,-4%,33%
TGFb SMAD3 inh,-13%,u,u,3%
Nrf2 activator,0.8%,-0.2%,1.6%,2.3%
S2 tox,i,i,i,i
CCT modulator,-1.4,-3.0,-0.8,-3.4

# 3 of the compounds above, bar-delimited:
No. | canonical_smiles | A549 tox | pAkt inh | Mm-Cpn inhibitor | Nrf2 block | HepG2 tox | TGFb SMAD3 inh | Nrf2 activator | S2 tox | CCT modulator
42 | COc1cc([N+](=O)[O-])cc(/C=N/NC(=O)c2cncc(Br)c2)c1O | -18% | i | -2% | u | -96% | u | -0.2% | i | -3.0
43 | NCCNC(=O)c1c(O)c2cccc3c2n(c1=O)CCC3 | u | i | 1% | -9% | -4% | u | 1.6% | i | -0.8
44 | C[C@@H]1CCCCO[C@H](CN(C)C(=O)Nc2ccc(C(F)(F)F)cc2)[C@@H](C)CN([C@H](C)CO)C(=O)c2cc(NC(=O)Nc3ccc4c(c3)OCO4)ccc2O1 | x | i | x | x | 33% | 3% | 2.3% | i | -3.4
